Yfh1-depleted yeast – mitochondrial function rescue without frataxin homolog – Friedreich's ataxia, plus single-dose screen, dose response (AID 1465); S. cerevisiae Yfh1-off respiration, WST-1 reduction, 72 h; higher fold induction means a stronger effect; hit rate 0.074% among 220,000; one-dose fold induction at 50 µM; EC50 in µM for titrated hits;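 active = fold induction of absorbance versus untreated yeast above a set limit, then at least 30% activation at any dose in follow-up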;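 also: activators that raise dye reduction in frataxin-depleted yeast; strong numbers were not always called active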
Dynein transport – dynein cargo transport inhibition; 3617.4 mouse cells, GR-EGFP nuclear translocation imaging; test concentration mostly 20 µM; stimulated with dexamethasone, 1 µM; active compounds read low; z-score, hits read low; hit rate 0.47% among 220,000;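 active = plate z-score of nuclear minus cytoplasmic receptor signal below a set negative limit, without overly bright fluorescence or cell loss, cut at about -3.5 in these data, passing the limit was not always enough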;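 also: z-score of nuclear minus cytoplasmic ring GR-EGFP intensity difference per well; some compounds called inactive have numbers as strong as hits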
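Buffer or medium: tetracycline-free induction medium containing charcoal-stripped FBS / Reagent: dexamethasone agonist, 1.0 µM final, for 30 min / Technique: automated 10x imaging of fixed Hoechst-stained cells / Times: induction 48 h, compound 1 h, agonist 30 min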
Autophagy HCS – modulators of autophagy. MEF GFP-LC3 puncta imaging; test concentration mostly 10 µM. hit rate 0.98% among 190,000. calls only at 10 µM (by protocol). AID 463193;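 active = percentage of spot-positive cells more than 3 SD above its plate mean, without a fluorescence outlier flag or 80% toxicity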;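 also: spot-positive cell cutoff set from DMSO-treated cells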
PMI inhibition – human PMI inhibitors, high substrate, primary screen, biochemical, fluorescence intensity, high mannose 6-phosphate (AID 1220). one-dose inhibition, % at 20 µM; IC50 in µM for titrated hits. hit rate 0.66% among 190,000. recombinant PMI enzyme, coupled fluorescence intensity; higher % means a stronger effect
PMI inhibitors – inhibitors of human PMI, primary screen, biochemical, fluorescence intensity, coupled assay (AID 1209) | purified PMI enzyme, coupled fluorescence intensity; higher % means a stronger effect | one-dose inhibition, % at 20 µM; IC50 in µM for titrated hits | hit rate 0.42% among 190,000;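 also: plate controls were DMSO vehicle for no effect and wells lacking substrate for full effect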
WT yeast gro inh – growth inhibition of WT yeast, mitochondrial fusion screen; mitochondrial fusion phenotypic screen, WT strain; inhibition, % at 10 µM; hit rate 2.1% among 190,000; AID 1362; in the data active = inhibition above about 58%; tested in S. cerevisiae
bCat nuc transl – beta-catenin nuclear translocation modulation | hit rate 0.3% among 190,000 | nuclear translocation activity, % at 5 µM | HeLa beta-catenin nuclear translocation, immunofluorescence imaging;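 active = nuclear translocation activity above 50% at 5 µM, with a well cell count of 50 or more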;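 also: per-cell ratio of nuclear to cytoplasmic median beta-catenin stain intensity; plate controls were DMSO negative control for no effect and GSK-3 inhibitor IX positive control for full effect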
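Test system: human HeLa cells, endogenous beta-catenin. Times: 24 h compound exposure, 37°C. Measured by: beta-catenin immunofluorescence imaging with DAPI.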
MT stabilizer – microtubule stabilizers in HeLa cells; HeLa tubulin immunostaining HCS, 24 h; share of cells brighter than vehicle mean+2SD; % tubulin-high responders, % at 10 µM; hit rate 0.83% among 200,000; AID 2205;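 active = plate Z-score above 3 for both tubulin-high and condensed-nucleus cell shares, with cell loss under 80%, at 10 µM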;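 also: anti alpha tubulin signal scored within the nucleus-defined area of each cell; some results filed as inactive read as strong as hits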
Insulin prom up – MIN6 insulin promoter up-regulation; MIN6 insulin promoter-GFP reporter, high-content imaging; active compounds read high; z-score at 5 µM; hit rate 0.3% among 190,000; AID 1625;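 active = z-score above 3 at 5 µM with at least 500 cells counted in the well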
WT yeast gro inh mutant strain – second read-out of WT yeast gro inh, no call of its own (marks repeat the call); inhibition, %; mitochondrial fusion phenotypic screen, mutant strain inhibition
Dynein transport cytoplasmic EGFP – also measured in Dynein transport; calls as there; z-score; measured here: cytoplasmic GR-EGFP intensity; active compounds read high
Dynein transport nuclear GR-EGFP – recorded beside Dynein transport, whose call it bears; z-score; measured here: nuclear GR-EGFP intensity;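 lower value marks the stronger effect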
Dynein transport cell count – recorded beside Dynein transport, whose call it bears; z-score; measured here: cell count per field
Insulin prom up cell count – recorded beside Insulin prom up, whose call it bears; cell count; measured here: cytotoxicity, nuclei count;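 total cells summed across four imaged fields per well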
bCat nuc transl cell count 5 µM – also measured in bCat nuc transl; calls as there; cell count; measured here: cell count, cytotoxicity flag
MT stabilizer Hoechst-high % – second read-out of MT stabilizer, no call of its own (marks repeat the call); % Hoechst-high responders; measured here: nuclear condensation Hoechst responders;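 share of cells brighter than vehicle mean plus two SD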
MT stabilizer cytotoxicity % – further read-out of MT stabilizer, marked with its call; toxicity, %; measured here: cytotoxicity by cell density;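 0% = mean cell density of plate MIN control wells and 100% = no cells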
Autophagy HCS cell loss 18 h – further read-out of Autophagy HCS, marked with its call; toxicity, %; measured here: cell loss, nuclei count;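 cell loss after 18 h compound exposure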
Starred values were filed as active, the others as inactive; i = inactive; / = no result given. Rule as the data show it, unless noted: active = inhibition above about 50%; inactive = the rest.

SMILES | Yfh1-depleted yeast | Dynein transport | Dynein transport cytoplasmic EGFP | Dynein transport nuclear GR-EGFP | Dynein transport cell count | Autophagy HCS | Autophagy HCS cell loss 18 h | PMI inhibition | PMI inhibitors | WT yeast gro inh | WT yeast gro inh mutant strain | bCat nuc transl | bCat nuc transl cell count 5 µM | MT stabilizer | MT stabilizer Hoechst-high % | MT stabilizer cytotoxicity % | Insulin prom up | Insulin prom up cell count
CC(NC(=O)c1cccc(Br)c1)c1ccccc1 (stereo unspecified) | i | -0.58 | -0.28 | -0.77 | 1 | i | 7 | 4% | 3% | -1 | -4 | 0.2 | 1545 | 2.2 | 1.7 | 10 | 0.02 | 1427
O=C(O)CC(C(=O)O)c1cn(Cc2ccccc2)c2ccccc12 (stereo unspecified) | i | -0.79 | -0.36 | -0.071 | 0.31 | i | 20 | 3% | 3% | 2 | -5 | -2.5 | 1023 | 3.8 | 1.6 | 10 | -0.4 | 1235
CC(CCc1ccccc1)NC(=O)c1nnc(Cc2ccc(F)cc2)o1 (stereo unspecified) | / | -0.59 | -0.22 | 0.3 | 1 | i | 13 | -9% | -8% | 13 | -5 | 4.9 | 574 | 1.8 | 1.8 | 10 | -0.18 | 1282
Cc1cc[n+](-c2ccccc2)c2ccccc12 | i | 0.46 | -0.36 | 0.49 | 0.07 | i | 29 | 6% | -16% | 8 | -3 | 3.0 | 1007 | 9.3 | 2.0 | 6.5 | -0.63 | 1286
Cc1cc2nnc(SCC(=O)NCC3CCCO3)n2c2ccccc12 (stereo unspecified) | i | -0.32 | -0.28 | -0.14 | 0.26 | i | 2 | 9% | 6% | -15 | 4 | -5.4 | 1051 | 3.2 | 2.9 | 7.4 | 0.6 | 1634
CCOc1cc(-c2nc(-c3ccc(C)nc3OCC)no2)cc(OCC)c1OCC | i | -0.97 | -0.21 | -0.72 | 0.93 | i | -3 | 17% | 15% | -9 | -7 | / | / | 3.7 | 3.0 | 6.9 | 0.4 | 1272
O=S(=O)(c1ccc(S(=O)(=O)N2CCCC2)cc1)N1CCCCCC1 | i | -0.62 | -0.18 | 0.2 | 0.32 | i | 8 | 2% | 2% | -5 | 2 | -1.9 | 1161 | 6.0 | 3.1 | 5.3 | 0.04 | 1136
COc1cccc(C2NC(=S)NC(C)=C2C(=O)c2ccccc2)c1OC (stereo unspecified) | i | 0.048 | -0.24 | -0.048 | 0.58 | i | 41 | -65% | -51% | -13 | 19 | 132* | 56* | 24* | 35* | 53* | 0.56 | 1064
CCCC(=O)c1cc2cc(Cl)ccc2oc1=O | i | 0.6 | -0.22 | 0.6 | -0.51 | i | -4 | -6% | -3% | 1 | 29 | -2.9 | 975 | 2.1 | 2.3 | 9.7 | 0.4 | 1432
O=C(Nc1cccc(C(F)(F)F)c1)c1cccnc1N1CCCC1 | i | 0.0083 | -0.23 | -0.37 | -0.5 | i | 4 | 14% | 16% | 3 | -17 | -1.0 | 1130 | 3.9 | 1.4 | 7.8 | 0.09 | 1208

The closing 3 compounds of the section before lead into the next:
SMILES | Yfh1-depleted yeast | Dynein transport | Dynein transport cytoplasmic EGFP | Dynein transport nuclear GR-EGFP | Dynein transport cell count | Autophagy HCS | Autophagy HCS cell loss 18 h | PMI inhibition | PMI inhibitors | WT yeast gro inh | WT yeast gro inh mutant strain | bCat nuc transl | bCat nuc transl cell count 5 µM | MT stabilizer | MT stabilizer Hoechst-high % | MT stabilizer cytotoxicity % | Insulin prom up | Insulin prom up cell count
COc1cccc(C2NC(=S)NC(C)=C2C(=O)c2ccccc2)c1OC (stereo unspecified) | i | 0.048 | -0.24 | -0.048 | 0.58 | i | 41 | -65% | -51% | -13 | 19 | 132* | 56* | 24* | 35* | 53* | 0.56 | 1064
CCCC(=O)c1cc2cc(Cl)ccc2oc1=O | i | 0.6 | -0.22 | 0.6 | -0.51 | i | -4 | -6% | -3% | 1 | 29 | -2.9 | 975 | 2.1 | 2.3 | 9.7 | 0.4 | 1432
O=C(Nc1cccc(C(F)(F)F)c1)c1cccnc1N1CCCC1 | i | 0.0083 | -0.23 | -0.37 | -0.5 | i | 4 | 14% | 16% | 3 | -17 | -1.0 | 1130 | 3.9 | 1.4 | 7.8 | 0.09 | 1208
CCOC(=O)CC(=O)CSc1nc2c(C)c(C)ccc2cc1C | i | -1.3 | -0.043 | -0.48 | 0.58 | i | -1 | 9% | 10% | -12 | -2 | -4.2 | 1066 | 1.8 | 1.8 | 9.9 | -0.62 | 995
Cc1ccc(CNC(=O)CSc2nnnn2C)cc1 | i | -0.6 | -0.21 | -1 | -0.29 | i | 3 | 10% | 8% | 1 | 6 | 2.4 | 1418 | 1.9 | 1.6 | 4.1 | 1.4 | 1589
O=C(N/N=C/c1ccccn1)c1ccc([N+](=O)[O-])cc1 | i | 3.1 | -0.14 | 2.3 | -2.1 | i | -2 | 26% | 11% | -2 | -17 | -0.2 | 940 | 2.2 | 2.1 | 8.2 | 1.4 | 1148
O=C(NCCC1=CCCCC1)C1CCN(S(=O)(=O)c2cccs2)CC1 | i | -1.2 | -0.16 | -0.24 | 0.1 | i | 9 | 9% | 10% | 18 | -5 | 0.4 | 1383 | 6.1 | 3.3 | 3.4 | 0.26 | 1270
CC(=O)Nc1ccc(-c2nn[nH]n2)cc1Cl | i | -0.39 | 0.047 | 0.36 | 0.26 | i | -10 | -15% | -2% | 15 | -5 | / | / | 1.6 | 0.8 | 9.0 | -0.17 | 1258
CS(=O)(=O)c1ccc(Cl)c(NC(=O)COC(=O)c2ccc(F)cc2Cl)c1 | i | 2.2 | -0.28 | 1.1 | -0.16 | i | -3 | 4% | 7% | -8 | 10 | -1.5 | 1123 | 2.6 | 3.7 | 7.8 | -0.01 | 1237
OC(COC1CCCCC1)CN1CCN(c2ccccc2)CC1 (stereo unspecified) | i | -0.42 | -0.23 | -0.021 | 0.39 | i | 0 | 11% | 10% | -2 | 12 | -0.5 | 1045 | 1.8 | 1.7 | 13 | 0.07 | 1417
CCn1cc(C(=O)O)c(=O)c2cc(F)c(N3CCN(S(=O)(=O)c4ccc5c(c4)OCCO5)CC3)cc21 | i | 0.43 | -0.21 | -0.34 | 0.27 | i | 39 | 1% | 3% | -21 | -11 | -3.5 | 1094 | 0.9 | 1.7 | 11 | -0.37 | 1680
CN(C)c1nnnn1-c1ccc(Cl)cc1Cl | i | 1.2 | -0.17 | 0.81 | -0.7 | i | 16 | -7% | -15% | 16 | -6 | 1.8 | 1054 | 5.7 | 1.1 | 12 | 0.59 | 898
OC1CCN(c2ncnc3c2nnn3Cc2c(F)cccc2Cl)CC1 | / | 0.64 | -0.31 | 0.89 | 0.037 | i | 8 | 7% | 10% | -9 | -11 | -1.8 | 1139 | 3.1 | 3.1 | 9.9 | 1.4 | 762
COc1ccc(-c2cc(C(=O)OCC(=O)c3ccc(C)c([N+](=O)[O-])c3)c3ccccc3n2)cc1 | i | -0.71 | -0.24 | -0.07 | 0.51 | i | 9 | 11% | 11% | -5 | 3 | -1.1 | 1062 | 5.5 | 1.7 | 6.9 | 0 | 1265
Cn1c(Cc2cccs2)n[nH]c1=S | i | 0.52 | -0.22 | 0.55 | 0.22 | i | -8 | -16% | -6% | -18 | -37 | 0.8 | 992 | 3.8 | 2.6 | 4.9 | -0.42 | 1306
O=C(c1ccccc1SCc1ccccc1)N1CCOCC1 | i | 0.39 | -0.25 | 0.29 | -0.56 | i | 22 | -1% | 1% | -2 | -1 | -1.5 | 1025 | 1.2 | 2.6 | 1.6 | -0.66 | 1636
COCCCn1c(C)nnc1SCC(=O)NCc1ccco1 | i | -0.93 | -0.21 | -0.43 | 0.12 | i | -4 | 2% | 0% | -3 | -12 | -1.5 | 1128 | 3.0 | 2.0 | 7.8 | 0.21 | 1195
CCOC(=O)N1CCc2c(sc(NC(=O)c3ccc(Cl)s3)c2C(N)=O)C1 | i | -1.9 | 0.1 | -0.45 | 0.51 | i | -13 | -30% | -6% | 24 | 22 | 2.3 | 1070 | 4.9 | 5.7 | 4.7 | / | /
NS(=O)(=O)c1cccc(NC(=S)NC(=O)c2cccc([N+](=O)[O-])c2)c1 | i | -0.46 | 0.28 | -0.0017 | 0.9 | i | -3 | -4% | -5% | 1 | 9 | -3.1 | 939 | 3.7 | 1.8 | 7.0 | 1 | 1595
CCOc1ccc2[nH]c3c(N4CCc5ccccc5C4)ncnc3c2c1 | i | 2.3 | -0.22 | 0.95 | -1.2 | / | / | / | / | / | / | 48 | 499 | / | / | / | -1.2 | 1168
COC(=O)C1=CN(Cc2ccc(OC)cc2)C=C(C(=O)OC)C1c1ccsc1 | i | -0.48 | -0.28 | 0.17 | 0.68 | i | -6 | 2% | 6% | 15 | 1 | 0.3 | 1471 | 2.7 | 1.7 | 6.7 | -0.29 | 1390
C=C(C)COc1ccc(-c2[nH]ncc2-c2ccc(OC)c(OC)c2)c(O)c1 | i | -0.18 | -0.23 | 0.29 | 0.2 | i | 55 | 15% | 14% | 6 | -11 | -1.4 | 1051 | 58* | 33* | 78* | 0.86 | 1735
O=C(NN1C(=O)C2C3C=CC([C@H]4CC34)[C@@H]2C1=O)c1ccc(Br)cc1 (stereo partly specified) | i | 0.076 | -0.31 | 0.007 | 0.46 | / | / | / | / | / | / | -1.3 | 1084 | / | / | / | -0.07 | 1317
CC(=O)OCCCN1C(=O)c2ccc(Br)cc2C1=O | i | -0.5 | -0.2 | -0.044 | 0.26 | i | -10 | 2% | 6% | -10 | -36 | -5.1 | 993 | 2.7 | 2.8 | 7.1 | / | /
